Screening results as filed in PubChem BioAssay.
OX1R FRET antag: blocks the human orexin 1 receptor; O43613; OX1R-expressing cells, FRET antagonist read-out; inhibition, % at 6.6 µM; actives 1.8% (n = 330,000); AID 485270; in the data active means inhibition mostly above about 38%, no sharp cut-off; inactive means mostly below about 40%;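 further: 0% = agonist challenge alone and 100% = reference antagonist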
Target sequence (O43613 whole entry, looked up): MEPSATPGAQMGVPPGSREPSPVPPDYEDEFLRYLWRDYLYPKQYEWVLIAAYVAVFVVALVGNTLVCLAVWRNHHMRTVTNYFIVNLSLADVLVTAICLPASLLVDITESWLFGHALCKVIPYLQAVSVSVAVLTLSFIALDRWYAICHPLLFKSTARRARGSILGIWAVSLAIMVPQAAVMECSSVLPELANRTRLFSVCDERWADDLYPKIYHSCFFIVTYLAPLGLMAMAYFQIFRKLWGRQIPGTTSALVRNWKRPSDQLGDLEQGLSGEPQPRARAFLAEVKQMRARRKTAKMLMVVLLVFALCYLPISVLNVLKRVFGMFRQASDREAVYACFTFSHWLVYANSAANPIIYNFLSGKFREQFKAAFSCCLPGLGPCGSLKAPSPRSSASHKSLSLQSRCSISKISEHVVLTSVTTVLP
KCNQ2 block: KCNQ2 channel blockers in CHO-K1 cells – cell-based, FluxOR thallium flux, B-score, primary screen (AID 2156); O88943; B-score at 10 µM; 20 min; hits give low values; actives 1.1% (n = 310,000);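 active means fluorescence ratio B-score at most minus 3 library SDs, with starting brightness B-score within 2 library SDs, cut at about -5.5 in these data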
STK33 kinase inh: inhibitors of human STK33 kinase; inhibition, % at 10 µM; purified STK33, MBP phosphorylation, ADP-Glo luminescence; actives 0.073% (n = 320,000);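 active means inhibition at or above 25%, using the most active replicate where run in duplicate; inactive means inhibition below 25%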
Target sequence (Q9BYT3 whole entry, looked up): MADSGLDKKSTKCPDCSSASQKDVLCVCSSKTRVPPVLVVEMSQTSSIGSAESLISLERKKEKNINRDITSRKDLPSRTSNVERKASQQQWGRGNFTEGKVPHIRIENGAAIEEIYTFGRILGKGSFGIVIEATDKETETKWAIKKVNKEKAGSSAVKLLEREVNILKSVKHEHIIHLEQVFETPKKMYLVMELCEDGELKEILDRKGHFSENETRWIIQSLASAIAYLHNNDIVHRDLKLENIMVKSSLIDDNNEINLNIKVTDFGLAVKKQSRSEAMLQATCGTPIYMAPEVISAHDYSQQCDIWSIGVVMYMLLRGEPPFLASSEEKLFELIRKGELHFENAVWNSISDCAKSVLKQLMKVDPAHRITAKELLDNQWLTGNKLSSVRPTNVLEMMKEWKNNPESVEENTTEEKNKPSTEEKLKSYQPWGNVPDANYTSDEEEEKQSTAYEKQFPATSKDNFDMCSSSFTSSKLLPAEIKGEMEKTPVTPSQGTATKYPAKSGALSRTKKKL
Starred values were filed as active, the others as inactive; i = inactive; x = not tested or not shown; & = joins results of further samples.

item	SMILES	OX1R FRET antag	KCNQ2 block	STK33 kinase inh
1	CC(=O)NNc1nc(-c2ccc(C)cc2)cs1	10	i	-2.9
2	N#CC(C#N)=CC1=C2OC(c3ccccc3)=CC(c3ccccc3)=C2CCC1	14	i	-0.2
3	COc1c(F)c(F)c(-c2csc(N)n2)c(F)c1F	7	i	-1.3
4	COc1ccc(CNC(=O)C(=O)NCCC2CCCCN2S(=O)(=O)c2ccc(C)cc2)cc1 (stereo not given)	12	i	-1.3
5	CCOC(=O)n1c(=O)n(Cc2ccccc2C)c2ccccc21	-1	i	-0.6
6	N#Cc1ccc(C(=O)NCC2CCCCC2)cc1	-11	i	-0.4
7	C[C@H](NC(=O)C1CC(=O)N(c2ccc3c(c2)OCCO3)C1)C(=O)NCc1ccco1 (stereo not given in full)	8	i	0.2
8	COC(=O)c1c(N)sc(C(=O)NCCc2ccccc2)c1C	x	i	0.4
9	CCc1ccc(OCC(=O)N2CCN=C2c2ccccc2)cc1	4	i	-0.4
10	CC(O)CNCc1ccc(Cl)cc1Cl (stereo not given)	11	i	-1.5
11	O=C(Cn1c2ccccc2c(=O)c2ccccc21)Nc1ccccc1F	6	i	0.4
12	O=c1cc(O)nc(-c2ccc(Cl)cc2)s1	32	i	0.9
13	O=C1c2ccccc2NC2(CCCCC2)N1c1ccc(O)cc1	1	i	1.9
14	CCc1nc2ccccc2c(C(=O)OCC(=O)N(C)Cc2ccccc2)c1C	25	x	-2.6
15	COc1cccc(NC(=O)Cc2nnc(SCC(=O)NC(C)c3ccccc3)n2C)c1 (stereo not given)	9	i	-1.5
16	Cc1ccc(CC(=O)NCc2cccnc2)cc1	18	i	-1.2
17	Cc1c(C(=O)OCC(=O)NC(=O)NC2CCCCC2)cccc1[N+](=O)[O-]	8	x	0.7
18	Cn1c(=O)c2cc3c(nc2n(C)c1=O)CC(c1ccccc1)CC3=O (stereo not given)	12	i	-0.3
19	CCOc1ccc(S(=O)(=O)N2CCOCC2)cc1NC(=O)CSCc1c(C)noc1C	17	i	-1.4
20	O=C(Nc1ncc2c(n1)-c1ccccc1OC2)c1ccccc1Cl	25	i	-0.8
21	Cc1cc(NC(=O)CSc2nc3c(c(=O)n2Cc2ccccc2)SC(C)C3)no1 (stereo not given)	9	i	0.9
22	CC1(c2ccccc2)NC(=O)N(CC(=O)NCc2cccc(Cl)c2)C1=O (stereo not given)	26	i	-0.1
23	CC(NC(=O)/C(C#N)=C1\N=C(NC(=O)c2cccs2)c2ccccc21)c1ccccc1 (stereo not given)	25	i	-1.5
24	Cc1ccc(SC[C@H](C)CN2CC[C@H](C)CCC2=O)cc1	25	i	-0.2
25	Cc1ccc(S(=O)(=O)CCC(=O)N2CCN(c3ccccc3F)CC2)cc1	8	i	0.7

Compounds 1 through 3, reprinted for reference:
item	SMILES	OX1R FRET antag	KCNQ2 block	STK33 kinase inh
1	CC(=O)NNc1nc(-c2ccc(C)cc2)cs1	10	i	-2.9
2	N#CC(C#N)=CC1=C2OC(c3ccccc3)=CC(c3ccccc3)=C2CCC1	14	i	-0.2
3	COc1c(F)c(F)c(-c2csc(N)n2)c(F)c1F	7	i	-1.3

The listing picks up; the seven compounds before the break are reprinted first.
item	SMILES	OX1R FRET antag	KCNQ2 block	STK33 kinase inh
19	CCOc1ccc(S(=O)(=O)N2CCOCC2)cc1NC(=O)CSCc1c(C)noc1C	17	i	-1.4
20	O=C(Nc1ncc2c(n1)-c1ccccc1OC2)c1ccccc1Cl	25	i	-0.8
21	Cc1cc(NC(=O)CSc2nc3c(c(=O)n2Cc2ccccc2)SC(C)C3)no1 (stereo not given)	9	i	0.9
22	CC1(c2ccccc2)NC(=O)N(CC(=O)NCc2cccc(Cl)c2)C1=O (stereo not given)	26	i	-0.1
23	CC(NC(=O)/C(C#N)=C1\N=C(NC(=O)c2cccs2)c2ccccc21)c1ccccc1 (stereo not given)	25	i	-1.5
24	Cc1ccc(SC[C@H](C)CN2CC[C@H](C)CCC2=O)cc1	25	i	-0.2
25	Cc1ccc(S(=O)(=O)CCC(=O)N2CCN(c3ccccc3F)CC2)cc1	8	i	0.7
26	COc1cccc(C(=O)c2c(C)c(CCC#N)n3ccccc23)c1	50	i	8.9
27	O=C(c1cc(-c2ccccc2Cl)nc2ccc(Br)cc12)N1CCN(c2ccccn2)CC1	11	i	0.0
28	CCOC(=O)c1cc(-c2ccccc2)n(CC(=O)NC(C)(C)C)c1C	25	i	-3.2
29	CCCCN(CC)C(=O)c1ccc(-c2ccccc2)cc1	19	-6.8*	-0.3
30	O=C(NC1CCCc2c1cnn2-c1cc(F)cc(F)c1)c1ccncc1 (stereo not given)	7	i	-0.5
31	CC(=O)C(CC(=O)N1CCCc2ccccc21)C(=O)Nc1ccc(F)cc1 (stereo not given)	11	i	-2.5
32	Cc1ccc(-c2nn(C)c(=O)c3ccccc23)cc1CNC(=O)NC1CCCCC1	8	i	-3.3
33	Fc1ccc(OCCn2cnc(Cl)c2Cl)cc1	9	i	-1.0
34	COc1cc(OC)cc(-c2cc3ccc(OC)cc3cn2)c1	15	x	-1.2
35	Cc1ccc(S(=O)(=O)N2CCN(c3ncnc4scc(-c5ccccc5)c34)CC2)cc1	4	x	0.4
36	COc1ccc(/C(C)=N/NC(=O)CNC(=O)c2cccs2)cc1	11	i	-0.6
37	CCCC(=O)Nc1cc2c3c(c1)CCN3C(=O)CC2	7	i	0.4
38	Cc1ccc(SC(C)C(=O)NCc2ccncc2)cc1 (stereo not given)	16	i	-0.3
39	CC(Oc1ccc(Br)cc1)C(=O)Nc1ccc(S(=O)(=O)N(C)C2CCN(C)CC2)cc1 (stereo not given)	-4	i	-0.6
40	COc1ccc(-c2csc(NC(=O)Cc3ccccc3)n2)cc1OC	16	i	-1.6
41	Fc1ccc(N2CCN(c3nc(CN4CCOCC4)nc4scc(-c5ccccc5)c34)CC2)cc1	-1	i	-0.1
42	O=C(Cc1ccccc1)NCCSCc1ccc(Cl)cc1	24	i	-0.2
43	CC(Sc1ccc(S(=O)(=O)N2CCN(C)CC2)cn1)C(=O)NC1CCCCC1 (stereo not given)	14	x	-1.3
44	Cc1cc(C(=O)COC(=O)c2cccnc2Cl)c(C)n1-c1c(C)n(C)n(-c2ccccc2)c1=O	19	i	11
45	COc1ccc(CN2Cc3cccc4c3[C@@H](CC2=O)[C@H](O)[C@H](O)C4)cc1	7	x	0.7
46	CCN(CC)CCCN(C(=O)c1ccco1)c1nc(-c2ccc(Cl)cc2)cs1	10	i	-1.6
47	O=C(Nn1cnnc1)c1ccc(F)c(S(=O)(=O)N2CCCCC2)c1	15	i	-1.5
48	CC(C(=O)N1CCOCC1)n1cc([N+](=O)[O-])cn1 (stereo not given)	8	i	-0.8
49	CCOc1cc(/C=N\NC(=O)c2ccc(NC(=O)C(C)(C)C)cc2)ccc1OC(=O)c1ccc(OC)cc1	3	i	11
50	CCOC(=O)c1c(NC(=O)CN2C(=O)NC(C)(c3ccccc3)C2=O)sc(C)c1C (stereo not given)	20	i	-3.3
51	O=C(c1c[nH]c(C(=O)C(Cl)(Cl)Cl)c1)c1ccc(F)cc1Cl	6	i	1.5
52	O=C(CCC1CCCN(C(=O)CCN2CCCCC2=O)C1)NCc1ccccc1F (stereo not given)	7	i	-1.1
53	CCCOc1ccc(-c2nc(=S)[nH][nH]2)cc1	7	i	-1.5
54	Cc1ccc(/C=C2\SC(=S)N(CCC(=O)NNC(=O)c3cccnc3)C2=O)cc1	28	i	-1.7
55	Nc1c(C(=O)CSc2ncccn2)c(=O)[nH]c(=O)n1C1CC1	1	x	-0.1
56	COc1ccnc(Oc2ccccc2)c1C(=O)N/C=N/OCc1ccc(F)cc1Cl	33	i	-1.3
57	CCN1CN(Cc2ccccc2)CNC1=S	20	i	5.4
58	C[C@@H]1COC(=O)[C@@H](Cc2ccc(F)cc2)C/C=C\C[C@@H](CC(=O)NCCO)C(=O)N1	9	x	0.4
59	Cc1ccc(S(=O)(=O)N2CCC(C(=O)N[C@@H](Cc3ccccc3)C(=O)O)CC2)cc1	3	i	-0.8
60	Cc1cc(NC(=O)CSc2cc(Cl)ccc2Cl)n(-c2ccccc2)n1	19	i	-1.1
61	Cc1ccc(C(=O)Oc2ccc(/C=N/NC(N)=O)cc2)cc1	18	i	x
62	Cc1ccc(S(=O)(=O)c2cc3c(=O)n4cccc(C)c4nc3n(C3CCCCC3)c2=N)cc1	14	i	13
63	CCNC(=O)OCc1cn(-c2ccccc2)nn1	7	i	-1.7
64	CCCC(=O)C1=C(SCC)CC(C)(C)C(C(=O)OC)C1=O (stereo not given)	18	i	-0.8
65	Cc1ccccc1-c1nn2c(-c3ccccc3)nnc2s1	55	i	-0.3
66	Cc1cc(C)c(C)c(S(=O)(=O)NC2CCN(Cc3ccccc3)CC2)c1C	10	i	-1.0
67	CCCNC(=O)c1ccccc1NC(=O)c1ccccc1N(C)S(C)(=O)=O	13	i	0.2
68	Cc1ccc(S(=O)(=O)CC(=O)c2ccc([N+](=O)[O-])cc2)cc1	13	i	1.4
69	Cc1cccc(N2CCN(C(=O)c3cccc(S(=O)(=O)N4CCc5ccccc5C4)c3)CC2C)c1 (stereo not given)	16	i	-0.8
70	Cc1cccc(-n2c(SCC(=O)Nc3ccc4c(c3)OCO4)nnc2-c2ccoc2C)c1	-10	i	0.4
71	CCC(C(=O)NCc1ccco1)N(C(=O)CNS(=O)(=O)c1ccccc1)C1CCCCC1 (stereo not given)	16	i	-0.9
72	COCCCn1c(C(=O)NC2CCCCC2C)cc2c(=O)n3cccc(C)c3nc21 (stereo not given)	-1	i	-1.4
73	CCC1CCCCN1CCCNC(=O)CN1C(=O)c2cccnc2Oc2ccc(Cl)cc21 (stereo not given)	32	i	0.2
74	COc1cc(OC)cc(C(=O)NCc2ccc3[nH]c(C)cc3c2)c1	11	i	2.1
75	CC[C@@H](C)[C@H](NC(=O)CNC(=O)Cc1c(C)c2c(cc(C)c3c(C)coc32)oc1=O)C(=O)O	9	i	-1.4

Following part:
item	SMILES	OX1R FRET antag	KCNQ2 block	STK33 kinase inh
76	CC(/C=C\c1cccnc1)=C/C(=O)O	17&24	i	-0.6&0.3
77	Cc1nnsc1C(=O)N(Cc1ccccc1)C(C)C	22	i	-0.5
78	C=CCn1c(SCC(=O)c2cccs2)nnc1-c1cccc(OC)c1	14	i	1.0
79	Cc1ccnc(NC(=O)CS(=O)(=O)Cc2ccccc2)c1	5	i	-0.8
80	Cc1nc([N+](=O)[O-])cn1CC(=O)c1ccc(F)cc1	3	i	-0.2
81	CN(C)S(=O)(=O)c1ccc(N2CCCC2)c(C(=O)Nc2nc3ccc(F)cc3s2)c1	25	i	-0.7
82	CN(C)CCCNc1nc(-c2ccc(Cl)cc2)nc2ccccc12	1	i	x
83	O=C(COc1ccccc1Br)NCc1ccco1	13	i	-1.6
84	CCCCNC(=O)N(CC)c1c(N)n(Cc2ccccc2)c(=O)[nH]c1=O	21	i	-0.1
85	O=C(Nc1cnccn1)c1csc2ccccc12	14	i	-0.6
86	CN(Cc1cnn(C)c1)Cc1nc(COc2ccccc2)no1	21	i	-0.4
87	O=C(N/C(=C\c1ccccc1)C(=O)N1CCCCCC1)c1ccccc1	23	i	-1.0
88	COc1ccc(/C=C2/N=C3CCCCCN3C2=O)cc1OC	33	i	-0.2
89	COc1ccccc1Cc1nnc(NC(=O)C2CCN(C(=O)c3ccco3)CC2)s1	15	i	0.3
90	CCNC(=S)N/N=C/c1cc(C)ccc1C	16	i	-0.2
91	COc1ccc(NC(=O)C(C)N2C(=O)C3CC=C(Cl)CC3C2=O)cc1 (stereo not given)	x	i	-0.9
92	CCN1C(=O)[C@H]2[C@@H](c3ccc(-c4cccc(Cl)c4)c(OC)c3)N[C@@](CC(C)C)(C(=O)OC)[C@H]2C1=O	31	i	-0.7
93	Cc1ccc(S(=O)(=O)c2c(N)n(Cc3ccco3)c3nc4ccccc4nc23)cc1C	9	i	0.9
94	Cc1ccc(S(=O)(=O)c2nc(C)oc2NCc2ccccc2)cc1	9	i	0.2
95	O=C(Nc1ccc(C(=O)O)cc1)/C(=C\c1ccc2c(c1)OCO2)NC(=O)c1ccc(Br)cc1	12	i	-1.3
96	CC1CCN(C(=O)c2nc[nH]c2C(=O)N2CCC(C)CC2)CC1	2	x	0.0
97	O=C(NCCCc1ccccc1)c1cccc(S(=O)(=O)N2CCOCC2)c1	3	x	-0.1
98	COc1cc(/C=N/N=C2/NC(=O)C(Cc3ccc(F)cc3)S2)ccc1O (stereo not given)	5	i	-2.6
99	Cc1ccc(-c2n[nH]c(=O)c3ccccc23)cc1S(=O)(=O)N(C)C	9	i	-1.2
100	O=C(CN1C(=O)c2ccccc2S1(=O)=O)Nc1cccc(S(=O)(=O)N2CCOCC2)c1	9	x	-1.1

Compounds listed so far containing a tert-butyl group:
item	SMILES	OX1R FRET antag	KCNQ2 block	STK33 kinase inh
28	CCOC(=O)c1cc(-c2ccccc2)n(CC(=O)NC(C)(C)C)c1C	25	i	-3.2
49	CCOc1cc(/C=N\NC(=O)c2ccc(NC(=O)C(C)(C)C)cc2)ccc1OC(=O)c1ccc(OC)cc1	3	i	11

Going on with the list.
item	SMILES	OX1R FRET antag	KCNQ2 block	STK33 kinase inh
101	CC(C)CCc1noc(CN2CCC(C(=O)N3CCOCC3)CC2)n1	1	i	0.0
102	O=C(COC(=O)c1ccccn1)c1ccc(Br)cc1	10	i	-0.2
103	O=C(Nc1ccc(F)cc1)C(c1ccccc1)N1CCN(S(=O)(=O)c2ccc3ccccc3c2)CC1 (stereo not given)	7	i	-1.7
104	CCOc1ccc(NC(=O)CSc2nc3ccccc3nc2N2CCCC2)cc1	15	i	-0.8
105	COc1ccc(N=C2SC(C(=O)Nc3ccc4c(c3)OCO4)CC(=O)N2C)cc1 (stereo not given)	39	i	-0.4
106	COc1ccc(-c2noc(-c3cc(C)cc(C)c3)n2)cc1OC	18	i	-2.2
